H9c2 TAG inh – reduces triacylglycerol accumulation in H9c2 cells | Nile Red lipid (TAG) fluorescence; cells loaded with 200 µM oleic acid | inhibition, % at 12.5 µM | 230,000 compounds, 0.66% hits;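 active = pattern-corrected inhibition of lipid staining of at least 50% with the nuclear-stain viability signal not falling by more than 50%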;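 also: 0% = DMSO wells and 100% = triacsin C control wells; some results filed as inactive read as strong as hits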
H9c2 TAG inh DAPI viability – recorded beside H9c2 TAG inh, whose call it bears; DAPI nuclei signal change (viability), lower = more cytotoxic, %;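 whole-well DAPI fluorescence read on a plate reader as a viability signal; minus 50 percent equals half of cells still viable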
* marks the source's active call; other numbers are inactive results. Not all compounds are listed, so the mix of outcomes need not match the whole.

Screening CCCN(CC1CC1)C(=S)NC(=O)c1ccc(S(=O)(=O)N2CCOCC2)cc1 returned H9c2 TAG inh -4 and H9c2 TAG inh DAPI viability 0.
Screening COc1ccc(C(=O)NC(C)c2nnc(SCC(=O)Nc3nc4ccccc4s3)n2C)cc1 (stereo unspecified) returned H9c2 TAG inh -1 and H9c2 TAG inh DAPI viability 4.
`CCOC(=O)CNC(=O)CSc1nnc(Cn2cnc3ccccc32)n1C` gave H9c2 TAG inh -12 and H9c2 TAG inh DAPI viability 11.
For COc1ccc(C(=O)Nc2ccc3ccccc3c2)c(OC)c1 the results were H9c2 TAG inh -8 and H9c2 TAG inh DAPI viability 0.
Screening CC(=O)c1c(C)[nH]c(C(=O)CSc2ncnc3sc(-c4ccccc4)cc23)c1C returned H9c2 TAG inh -23 and H9c2 TAG inh DAPI viability 18.
For COc1ccc(CCNC(=O)CSc2c[nH]c3ccccc23)cc1OC the results were H9c2 TAG inh 13 and H9c2 TAG inh DAPI viability -5.
`Cc1cccc(NC(=O)CCN2CCN(C/C=C/c3ccccc3)CC2)c1` gave H9c2 TAG inh 14 and H9c2 TAG inh DAPI viability 12.
`CCn1c(SCC(=O)Nc2sccc2C(N)=O)nnc1C1CC1` gave H9c2 TAG inh 7 and H9c2 TAG inh DAPI viability -4.
C#CCNC(=O)C1=C[C@@H](C2CCCCC2)[C@H](CCCO)[C@@H](OCC)O1 was read as H9c2 TAG inh -9 and H9c2 TAG inh DAPI viability -7.
`CCN1CCCC(NC(=O)c2scc3c2CCCC3)C1` (stereo unspecified) gave H9c2 TAG inh 0 and H9c2 TAG inh DAPI viability 9.
Screening COc1ccc(N2CC(C(=O)Nc3ccc(N4CCOCC4)cc3)CC2=O)cc1 (stereo unspecified) returned H9c2 TAG inh -12 and H9c2 TAG inh DAPI viability 0.
COc1ccc(CNC(=O)c2c(O)c3cc(OC)c(OC)cc3[nH]c2=O)cc1OC was read as H9c2 TAG inh 13 and H9c2 TAG inh DAPI viability 19.
`c1ccc2sc(N3CCCCC3)nc2c1` gave H9c2 TAG inh -1 and H9c2 TAG inh DAPI viability 3.
Cc1cc2n(n1)C(c1sccc1C)Nc1c(C)cccc1-2 (stereo unspecified) was read as H9c2 TAG inh 13 and H9c2 TAG inh DAPI viability -18.
For Cc1ccc2nc(-c3ccccn3)cc(C(=O)Nc3ccc(S(=O)(=O)N4CCOCC4)cc3)c2c1 the results were H9c2 TAG inh 23 and H9c2 TAG inh DAPI viability 6.
`NC(=O)c1ccc(NC(=O)Cc2ccc(S(=O)(=O)N3CCCCC3)cc2)cc1` gave H9c2 TAG inh 7 and H9c2 TAG inh DAPI viability -8.
O=C(Nc1ccc(OCc2ccccc2)cc1)Nc1ccccc1C(=O)NCCCN1CCOCC1 was read as H9c2 TAG inh -3 and H9c2 TAG inh DAPI viability 13.
`N#C/C(=C\c1ccccc1Br)C(=O)NC1CC1` gave H9c2 TAG inh -2 and H9c2 TAG inh DAPI viability -4.
`Cc1c(C(=O)N(C)CCCCN2CCOCC2)oc2c(F)cccc12` gave H9c2 TAG inh 6 and H9c2 TAG inh DAPI viability -3.
`CCN(CC)C(=O)Cn1cnc2sc(C(=O)N3CCN(Cc4ccc5c(c4)OCO5)CC3)c(C)c2c1=O` gave H9c2 TAG inh -5 and H9c2 TAG inh DAPI viability -10.

Compounds from the list above that contain a thiophene ring, fused or not (five):
Screening CC(=O)c1c(C)[nH]c(C(=O)CSc2ncnc3sc(-c4ccccc4)cc23)c1C returned H9c2 TAG inh -23 and H9c2 TAG inh DAPI viability 18.
`CCn1c(SCC(=O)Nc2sccc2C(N)=O)nnc1C1CC1` gave H9c2 TAG inh 7 and H9c2 TAG inh DAPI viability -4.
`CCN1CCCC(NC(=O)c2scc3c2CCCC3)C1` (stereo unspecified) gave H9c2 TAG inh 0 and H9c2 TAG inh DAPI viability 9.
Cc1cc2n(n1)C(c1sccc1C)Nc1c(C)cccc1-2 (stereo unspecified) was read as H9c2 TAG inh 13 and H9c2 TAG inh DAPI viability -18.
`CCN(CC)C(=O)Cn1cnc2sc(C(=O)N3CCN(Cc4ccc5c(c4)OCO5)CC3)c(C)c2c1=O` gave H9c2 TAG inh -5 and H9c2 TAG inh DAPI viability -10.

Further compounds follow:
`C/C(=N/NC(=O)c1ccncc1)c1c[nH]c2ccccc12` gave H9c2 TAG inh 6 and H9c2 TAG inh DAPI viability -7.
For Cc1ccc(C(C)C)c(OCC(=O)OCC(=O)NC2CCS(=O)(=O)C2)c1 (stereo unspecified) the results were H9c2 TAG inh -2 and H9c2 TAG inh DAPI viability 1.
`COc1ccc(C(=O)Nc2nccs2)cc1[N+](=O)[O-]` gave H9c2 TAG inh -5 and H9c2 TAG inh DAPI viability 2.
COc1cc(/C=C/C(=O)OCC(=O)Nc2ccc(S(=O)(=O)N3CCCC3)cc2)ccc1O was read as H9c2 TAG inh 11 and H9c2 TAG inh DAPI viability -2.
`CC(C)NC(=O)C1(C)CCCCN1Cc1cccc(C(F)(F)F)c1` (stereo unspecified) gave H9c2 TAG inh 6 and H9c2 TAG inh DAPI viability 6.
Screening Cc1ccccc1Cn1c(=N)n(CC(=O)c2ccc([N+](=O)[O-])cc2)c2ccccc21 returned H9c2 TAG inh -13 and H9c2 TAG inh DAPI viability 23.
COc1ccc(/C=C/C(=O)Oc2ccc(C)c(C)c2)cc1OC was read as H9c2 TAG inh 2 and H9c2 TAG inh DAPI viability -7.
`COc1cccc(C(=O)NNC(=O)c2ccccc2)c1` gave H9c2 TAG inh 6 and H9c2 TAG inh DAPI viability -4.
`O=S(=O)(Nc1ccc(-n2cccc2)cc1)c1ccccc1` gave H9c2 TAG inh 6 and H9c2 TAG inh DAPI viability 2.
Screening CN(C)C(CNC(=O)c1ccc(NC(=O)CC#N)cc1)c1ccccc1 (stereo unspecified) returned H9c2 TAG inh 7 and H9c2 TAG inh DAPI viability 17.
C[C@H]1CN([C@@H](C)CO)C(=O)CCCn2cc(nn2)CO[C@@H]1CN(C)C(=O)Nc1ccccc1F was read as H9c2 TAG inh 0 and H9c2 TAG inh DAPI viability 8.
Screening CC(C)=CCc1ccc(O)c(=O)cc1C(C)C returned H9c2 TAG inh 35 and H9c2 TAG inh DAPI viability -25.
`CCCc1nc2c(sc3nc4c(cc32)COC(C)(C)C4)c(=O)n1CCN(CC)CC` gave H9c2 TAG inh -6 and H9c2 TAG inh DAPI viability -5.
CCN(C(=O)COC(=O)C1CCN(S(=O)(=O)c2ccc(C)c(C)c2)CC1)C1CCCCC1 was read as H9c2 TAG inh 6 and H9c2 TAG inh DAPI viability -3.
`CCCCC(=O)N1C/C=C\C(c2ccc(OC)cc2)N(Cc2ccc(F)cc2)C(=O)C1` (stereo unspecified) gave H9c2 TAG inh -14 and H9c2 TAG inh DAPI viability 5.
`CCCn1c(SC(C)C(=O)NC2CCCC2)n[nH]c1=O` (stereo unspecified) gave H9c2 TAG inh -2 and H9c2 TAG inh DAPI viability 8.
Screening COc1cc(/C=C2/S/C(=N/S(=O)(=O)Cc3ccccc3)NC2=O)c([N+](=O)[O-])cc1OC returned H9c2 TAG inh 0 and H9c2 TAG inh DAPI viability 5.
`COc1cc(/C=N/NC(=O)C(=O)NCc2ccco2)cc(Br)c1O` gave H9c2 TAG inh -9 and H9c2 TAG inh DAPI viability 10.
For CC1(c2ccccc2)O[C@@H]2C[C@H]3[C@@H]4CCC5=CC(=O)C=C[C@]5(C)[C@@]4(F)[C@@H](O)C[C@]3(C)[C@]2(C(=O)CO)O1 (stereo partly specified) the results were H9c2 TAG inh 53* and H9c2 TAG inh DAPI viability 0.4*.
For C=CCNc1ncnc2c1cnn2-c1cccc(C)c1 the results were H9c2 TAG inh 5 and H9c2 TAG inh DAPI viability 3.
`COCCNC(=O)C1CCCN(C(=O)c2cc(-c3cccs3)oc2C)CC1` (stereo unspecified) gave H9c2 TAG inh -11 and H9c2 TAG inh DAPI viability 4.
CC(=NNC(=O)c1ccncc1)c1ccccc1Cl was read as H9c2 TAG inh 2 and H9c2 TAG inh DAPI viability -2.
N#Cc1c(-c2ccccc2)cc2nc3ccccc3n2c1N was read as H9c2 TAG inh 3 and H9c2 TAG inh DAPI viability 94.
`Cc1ccc(C)c(OCCN2C(=O)NC3(CCc4ccccc4C3)C2=O)c1` (stereo unspecified) gave H9c2 TAG inh -15 and H9c2 TAG inh DAPI viability -8.
`CCc1nnc(NC(=O)Cc2ccc(Br)cc2)s1` gave H9c2 TAG inh 8 and H9c2 TAG inh DAPI viability -11.
CSc1ccc(CN(C)C(=O)c2cccc(S(=O)(=O)N3CCN(Cc4ccccc4)CC3)c2)cc1 was read as H9c2 TAG inh -39 and H9c2 TAG inh DAPI viability 4.
`Cc1ccc(CN2C3=NCCN3c3ccccc32)cc1` gave H9c2 TAG inh 16 and H9c2 TAG inh DAPI viability 0.
`COc1ccc([C@H]2[C@H](C(=O)C(C)(C)C)N3N=Cc4ccccc4C3[C@]23N=C(c2ccccc2)OC3=O)cc1` (stereo partly specified) gave H9c2 TAG inh 12 and H9c2 TAG inh DAPI viability 7.
For O=C(Nc1ncccc1O)c1cccc(S(=O)(=O)N2CCCC2)c1 the results were H9c2 TAG inh 20 and H9c2 TAG inh DAPI viability -5.
`Cc1cccc(NC(=O)COC(=O)c2ccc3nc(C)c(C)nc3c2)c1` gave H9c2 TAG inh -8 and H9c2 TAG inh DAPI viability -3.

A section from the list above, for reference:
`COCCNC(=O)C1CCCN(C(=O)c2cc(-c3cccs3)oc2C)CC1` (stereo unspecified) gave H9c2 TAG inh -11 and H9c2 TAG inh DAPI viability 4.
CC(=NNC(=O)c1ccncc1)c1ccccc1Cl was read as H9c2 TAG inh 2 and H9c2 TAG inh DAPI viability -2.
N#Cc1c(-c2ccccc2)cc2nc3ccccc3n2c1N was read as H9c2 TAG inh 3 and H9c2 TAG inh DAPI viability 94.
`Cc1ccc(C)c(OCCN2C(=O)NC3(CCc4ccccc4C3)C2=O)c1` (stereo unspecified) gave H9c2 TAG inh -15 and H9c2 TAG inh DAPI viability -8.
`CCc1nnc(NC(=O)Cc2ccc(Br)cc2)s1` gave H9c2 TAG inh 8 and H9c2 TAG inh DAPI viability -11.
CSc1ccc(CN(C)C(=O)c2cccc(S(=O)(=O)N3CCN(Cc4ccccc4)CC3)c2)cc1 was read as H9c2 TAG inh -39 and H9c2 TAG inh DAPI viability 4.

Continued:
Screening Cc1cc(Br)ccc1NC(=O)CNC(=O)CNc1cccc([N+](=O)[O-])c1 returned H9c2 TAG inh 16 and H9c2 TAG inh DAPI viability -6.
For O=C(c1cccs1)N1C[C@H](O)[C@@H](n2cc(-c3ccc(F)cc3)nn2)C[C@@H]1c1ccccc1 the results were H9c2 TAG inh -8 and H9c2 TAG inh DAPI viability 0.
For O=C(CN1C(=O)C2C3C=CC(C3)C2C1=O)OCC(=O)c1ccc(Cl)c([N+](=O)[O-])c1 (stereo unspecified) the results were H9c2 TAG inh 13 and H9c2 TAG inh DAPI viability -3.
For Cc1ccc2oc(=O)c(/C=C(\O)c3ccccc3)nc2c1 the results were H9c2 TAG inh 2 and H9c2 TAG inh DAPI viability 3.
`O=C(O)CCc1nn2c3ccccc3n(CC(=O)c3cccs3)c2nc1=O` gave H9c2 TAG inh 12 and H9c2 TAG inh DAPI viability -2.
COc1cccc(CNC(=S)Nc2cc(C)ccc2C)c1 was read as H9c2 TAG inh -9 and H9c2 TAG inh DAPI viability 10.
O=C(c1cccc([N+](=O)[O-])c1)N1CCN(c2n[nH]c(=O)[nH]c2=O)CC1 was read as H9c2 TAG inh -5 and H9c2 TAG inh DAPI viability -5.
`O=C(Cc1ccccc1)NC(NNc1ccccc1)(C(F)(F)F)C(F)(F)F` gave H9c2 TAG inh -2 and H9c2 TAG inh DAPI viability -7.
CC(=O)c1ccc(S(=O)(=O)NCCC(=O)OC(C)C(=O)Nc2ccc(F)cc2)cc1 (stereo unspecified) was read as H9c2 TAG inh 10 and H9c2 TAG inh DAPI viability -5.
Screening CCOc1ccc(NS(=O)(=O)c2ccc(C(=O)NC3CCC(O)CC3)cc2)cc1 (stereo unspecified) returned H9c2 TAG inh 0 and H9c2 TAG inh DAPI viability -6.
For COc1ccc(N=Cc2c(O)cc(C)oc2=O)cc1 the results were H9c2 TAG inh 3 and H9c2 TAG inh DAPI viability 1.
`COCCNC(=O)C1(C)CCCN(Cc2noc(-c3ccccc3OC)n2)C1` (stereo unspecified) gave H9c2 TAG inh -5 and H9c2 TAG inh DAPI viability -1.
`Cc1cc(C(=O)Nc2ccccc2N2CCOCC2)c(C)o1` gave H9c2 TAG inh 6 and H9c2 TAG inh DAPI viability -12.
Screening N#CC1=C(N)N(c2ncn[nH]2)C2=C(C(=O)CCC2)C1c1ccccc1 (stereo unspecified) returned H9c2 TAG inh 3 and H9c2 TAG inh DAPI viability -8.
`CCOc1ccc(S(=O)(=O)N2CCCCC2)cc1NC(=O)CC1OC(=O)c2ccccc21` (stereo unspecified) gave H9c2 TAG inh 25 and H9c2 TAG inh DAPI viability -7.
`Cc1cc(NC(=O)CN(C)CCOc2ccccc2)ccc1Br` gave H9c2 TAG inh -6 and H9c2 TAG inh DAPI viability -2.
Screening C#CCOC(=O)CCCC(=O)Nc1ccccc1OC returned H9c2 TAG inh -20 and H9c2 TAG inh DAPI viability 2.
For CCN(CC)c1ccc(NC(=O)/C=C/c2cc(Br)ccc2OC)cc1 the results were H9c2 TAG inh 40 and H9c2 TAG inh DAPI viability 1.
Screening Cc1ccc(C(=O)CC(C(=O)O)P(=O)(c2ccccc2)c2ccccc2)cc1 (stereo unspecified) returned H9c2 TAG inh 8 and H9c2 TAG inh DAPI viability -3.
For CCOc1ccc(C(C(=O)NC2CCCCC2)N(C(=O)c2ccco2)c2ccc(-n3cnnn3)c(C)c2)cc1 (stereo unspecified) the results were H9c2 TAG inh -2 and H9c2 TAG inh DAPI viability 0.
`Cc1ccc(-c2nc3ncccc3o2)cc1NC(=S)NC(=O)c1ccco1` gave H9c2 TAG inh -4 and H9c2 TAG inh DAPI viability 0.
O=C(NC1CCCCC1)C1CC(=O)N(c2cccc([N+](=O)[O-])c2)C1 (stereo unspecified) was read as H9c2 TAG inh -8 and H9c2 TAG inh DAPI viability 4.
